Source: PubChem (National Center for Advancing Translational Sciences (NCATS))
Pol eta inh = qHTS for Inhibitors of Polymerase Eta. 390,000 compounds, 1.2% hits. Potency, µM (doses to about 114 µM), without a hit: top-dose activity change, negative = inhibition, usual class: inhibitors. recombinant Pol eta, fluorescent DNA replication assay. AID 588591, 2011. DNA polymerase eta (Homo sapiens), Q9Y253; note: potency is the fitted concentration of half-maximal effect; % is set by controls: 0 for no effect and ±100 for the full control effect
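Fluorescent replication assay: 50 nM final substrate added after a 15 min room-temperature compound preincubation with 10 nM enzyme. Signal taken at 0 min and again at 10 min.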
HP1b chromo inh = HTS for Inhibitors of HP1-beta Chromodomain Interactions with Methylated Histone Tails | 390,000 compounds, 0.56% hits | Potency, µM (titrated, usually from 114 µM), inactives show top-dose activity change, negative = inhibition, usual class: inhibitors | Chromobox protein homolog 1 (Homo sapiens), P83916 | AlphaScreen HP1-beta / biotin-H3K9me3 peptide binding; note: potency is the fitted concentration of half-maximal effect; nearly all actives have a fitted effect of over 70% in size; inactives centre near 23
Target sequence (P83916 whole entry, looked up): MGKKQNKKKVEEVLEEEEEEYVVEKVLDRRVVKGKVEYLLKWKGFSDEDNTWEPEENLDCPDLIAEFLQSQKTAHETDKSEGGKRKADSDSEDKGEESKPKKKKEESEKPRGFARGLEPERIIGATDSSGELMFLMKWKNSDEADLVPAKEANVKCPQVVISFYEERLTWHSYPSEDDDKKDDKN
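HP1-beta protein (50 nM final) preincubated 30 min at room temperature with biotinylated H3(1-18)K9me3 peptide (50 nM) in PBS pH 7.4, 0.01% Tween-20, then compound added for 30 min. AlphaScreen streptavidin donor/nickel chelate acceptor beads (10 ug/mL final), 30 min dark, luminescence read.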
BAZ2B inh = qHTS Assay for Inhibitors of BAZ2B | Bromodomain adjacent to zinc finger domain protein 2B (Homo sapiens), Q9UIF8 | AlphaScreen BAZ2B-H3K14Ac peptide displacement | Potency, µM (series often up to 114 µM), without a hit: top-dose activity change, negative = inhibition, hits mostly inhibitors | 360,000 compounds, 4.4% hits | AID 504333, 2011; note: potency is the fitted concentration of half-maximal effect; % is set by controls: 0 for no effect and ±100 for the full control effect; nearly all actives have a fitted effect of over 60% in size
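BAZ2B (50 nM) with biotin-H3(5-23)K14Ac peptide (50 nM) in PBS pH 7.4, 0.01% Tween-20, preformed 30 min, then compound 30 min at room temperature; top concentration 110uM. AlphaScreen streptavidin donor/nickel chelate acceptor beads (10 ug/mL final), 20 min dark, signal read.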
G9a inh = qHTS Assay for Inhibitors of Histone Lysine Methyltransferase G9a; Histone-lysine N-methyltransferase EHMT2 (Homo sapiens), Q96KQ7; AID 504332, 2011; 350,000 compounds, 8.8% hits; Potency, µM (titrated, usually from 102 µM), for inactives: top-dose activity, negative = inhibition, usual class: inhibitors; G9a H3K9 monomethylation, AlphaScreen, 2 h; note: potency is the fitted concentration of half-maximal effect; % is set by controls: 0 for no effect and ±100 for the full control effect; nearly all actives have a fitted effect of over 75% in size
Target sequence (Q96KQ7 913-1193 limits assumed): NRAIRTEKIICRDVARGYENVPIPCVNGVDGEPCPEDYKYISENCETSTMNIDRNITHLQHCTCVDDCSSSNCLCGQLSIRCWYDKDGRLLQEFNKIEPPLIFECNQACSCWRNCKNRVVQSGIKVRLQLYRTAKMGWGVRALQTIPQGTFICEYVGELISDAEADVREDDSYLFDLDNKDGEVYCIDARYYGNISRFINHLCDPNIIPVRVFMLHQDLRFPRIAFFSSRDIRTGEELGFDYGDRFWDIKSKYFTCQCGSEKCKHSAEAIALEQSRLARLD
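Chemiluminescent proximity detection of H3K9 monomethylation, read after 10 min bead incubation in the dark. Reaction: 20 nM G9a, 500 nM biotin-H3K9 peptide, 20 uM SAM cofactor, 2 h, room temperature, following 15 min enzyme-compound preincubation.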
JMJD2A Tudor = qHTS Assay for Inhibitors of JMJD2A-Tudor Domain; Lysine-specific demethylase 4A (Homo sapiens), O75164; AlphaScreen JMJD2A-Tudor / H3K4me3 peptide binding; Potency, µM (top dose mostly 114 µM), inactives show top-dose activity change, negative = inhibition, hits mostly inhibitors; 390,000 compounds, 4.4% hits; AID 504339, 2011; note: potency is the fitted concentration of half-maximal effect; % is set by controls: 0 for no effect and ±100 for the full control effect; nearly all actives have a fitted effect of over 50% in size
GLS inhibitor = qHTS for Inhibitors of Glutaminase (GLS). Potency, µM (doses to about 45.5 µM), inactives show top-dose activity change, negative = inhibition, actives largely listed as inhibitors. GLS enzymatic activity, qHTS titration. Glutaminase kidney isoform, mitochondrial (Homo sapiens), O94925. AID 624170, 2012. 410,000 compounds, 0.21% hits; note: potency is the fitted concentration of half-maximal effect; % is set by controls: 0 for no effect and ±100 for the full control effect
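Compounds were pin-transferred onto hKGA, after which L-glutamine (1 mM solution) and a detection mix of glutamate oxidase, HRP and Amplex Red were added. Initial and 30 min RT fluorescence reads were collected.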
Tb PGK inh = qHTS Assay to Find Inhibitors of Phosphoglycerate Kinase; PGK/GAPDH coupled, Kinase-Glo luminescence, 60 min; Potency, µM (doses to about 57.5 µM), for inactives: at the highest dose activity change, negative = inhibition, most hits filed as inhibitors; 380,000 compounds, 0.043% hits; note: potency is the fitted concentration of half-maximal effect; % is set by controls: 0 for no effect and ±100 for the full control effect; nearly all actives have a fitted effect of over 60% in size
Target sequence (P07378 whole entry, looked up): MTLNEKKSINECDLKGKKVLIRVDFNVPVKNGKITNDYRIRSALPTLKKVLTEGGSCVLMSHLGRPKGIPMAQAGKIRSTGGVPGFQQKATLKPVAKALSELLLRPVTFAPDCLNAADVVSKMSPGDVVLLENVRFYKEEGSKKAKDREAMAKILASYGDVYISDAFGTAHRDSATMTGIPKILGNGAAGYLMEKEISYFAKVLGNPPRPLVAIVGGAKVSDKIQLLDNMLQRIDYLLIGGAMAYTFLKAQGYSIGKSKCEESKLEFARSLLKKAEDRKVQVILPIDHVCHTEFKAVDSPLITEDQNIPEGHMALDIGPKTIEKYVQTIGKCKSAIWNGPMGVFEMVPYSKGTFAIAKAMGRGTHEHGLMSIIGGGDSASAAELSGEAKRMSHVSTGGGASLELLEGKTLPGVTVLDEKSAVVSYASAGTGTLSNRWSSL
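Recombinant glycosomal PGK reaction used 1,3-bisphosphoglycerate generated in-well by GAPDH (100nM final) in 100mM TEA pH 7.6, 5mM MgCl2, 0.01% Tween-20. After 60 minutes at room temperature, ATP was read by Kinase-Glo Plus luminescence end-point.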
Pin1 inh = qHTS Assay to Find Inhibitors of Pin1; Peptidyl-prolyl cis-trans isomerase NIMA-interacting 1 (Homo sapiens), Q13526; Pin1 FP peptide displacement, HiFluor488, 10 min; Potency, µM (highest dose often 115 µM), without a hit: at the highest dose activity, negative = inhibition, actives largely listed as inhibitors; 390,000 compounds, 0.009% hits; AID 504891, 2011; active = well fitted inhibition curve with a large enough effect in the polarisation, with a control signal flat, not every such curve was filed as active; inconclusive = small, poorly fitted or top-dose-only effect, or effect the other way, or a change in a side signal; inactive = no such curve, though single readings can be large or run the other way; the % refers to the polarisation; note: potency is the fitted concentration of half-maximal effect; % is set by controls: 0 for no effect and ±100 for the full control effect
Target sequence (Q13526 whole entry, looked up): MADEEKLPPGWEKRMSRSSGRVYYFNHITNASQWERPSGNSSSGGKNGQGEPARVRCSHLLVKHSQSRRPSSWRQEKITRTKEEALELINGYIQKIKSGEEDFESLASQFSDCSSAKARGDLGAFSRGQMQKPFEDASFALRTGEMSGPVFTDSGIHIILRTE
PI4K2A block = qHTS for small molecular inhibitors of PI4K2A. Phosphatidylinositol 4-kinase type 2-alpha (Homo sapiens), Q9BTU6. purified PI4K2A, ADP-Glo luminescence, 1 h; active compounds read low. activity change, negative = inhibition, % at 76.9 µM. 420,000 compounds, 0.13% hits. AID 1346378, 2018; in the data active = activity change below about -50%; inconclusive = mostly about -30% to -49%;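 note: -100% = wells without enzyme as full effect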
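ADP-Glo luminescence measured ADP generated by PI4K2A enzyme (4 ug/mL before mixing) with 1.2 mM PI substrate (pre-mix) and 300 microM ATP (pre-mix). Tris pH7.5 buffer with MgCl2, Triton X-100; 1 h reaction at ambient temperature.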
* = called active by the depositor; i = inactive; ? = inconclusive; . = no result given; [ ] = another dose, or the depositor's remark. Unless noted, calls come from the whole dose curve; as a rule, active = well fitted curve in the direction sought with a large enough effect; inconclusive = small, poorly fitted or top-dose-only effect, or another doubt; inactive = no such curve, though single readings can be large; an effect the other way counts as inactive or inconclusive. These rows are one share of the data; the hit share may differ from the screen's.

Pol eta inh	HP1b chromo inh	BAZ2B inh	G9a inh	JMJD2A Tudor	GLS inhibitor	Tb PGK inh	Pin1 inh	PI4K2A block	Compound
-21%	43%	3%	12%[59 µM]	-13%	2%	-3%	35%[activator]	-1	CCOc1ccc(N2C(=O)C3C(C2=O)C3(c2ccccc2)c2ccccc2)cc1 (centres undefined)
-8%	.	.	.	.	3%	-7%	.	-7	COc1ccc(OCC(=O)N2CCN(S(=O)(=O)c3ccc4c(c3)OCCO4)CC2)cc1
-7%	57%[activator]	-2%	54%[activator]	?	4%	-11%	-2%	-9	COc1ccc(S(=O)(=O)NCCSCc2cccc(C)c2)cc1Br
-10%	27%	3%	-20%[12.7 µM]	7%	15%	4%	6%	-4	O=C(c1cnn2c(C(F)F)cc(C3CC3)nc12)N1CCc2ccccc2C1
-12%	29%	-10%	-7%[59 µM]	-12%	26%	5%	1%	2	Cc1[nH]c2ccccc2c1CC#N
-5%	32%	-7%	.	-15%	3%	-3%	1%	3	S=C(Nc1ccccc1)Nc1cccc(Cl)c1Cl
-9%	6%	?	-50%[59 µM]	-30%	10%	1%	6%	-8	CN1CCN(c2ccc(Cl)cc2NC(=O)C2COc3ccccc3O2)CC1 (centres undefined)
-2%	7%	-10%	?	-6%	4%	7%	-3%	-10	Cc1nnc(SCC(=O)NCc2ccc3c(c2)OCO3)s1
-13%	22%	?	12%[0.0925 µM]	-34%	-5%	-2%	1%	-2	O=C(CN1CCN(c2ccc(Cl)cc2)CC1)c1ccc2c(c1)OCO2
-13%	50%[activator]	5%	27%[59 µM]	-13%	-5%	-3%	4%	3	CCC(C)(C)n1nnnc1C(c1ccncc1)N1CCC(C)CC1 (centres undefined)
8%	15%	-5%	-7%	-19%	2%	-1%	-6%	1	COC(=O)COc1cccc(NC(=O)c2ccccc2)c1
?	48%[activator]	-14%	59%[activator]	-6%	-12%	1%	1%	6	COc1ccc(OC)c(NC(=O)CSc2nnc(-c3ccncc3)s2)c1

Taken from above.
Reading of O=C(CN1CCN(c2ccc(Cl)cc2)CC1)c1ccc2c(c1)OCO2 in G9a inh: 12%[0.0925 µM]
Reading of S=C(Nc1ccccc1)Nc1cccc(Cl)c1Cl in Tb PGK inh: -3%
Reading of O=C(c1cnn2c(C(F)F)cc(C3CC3)nc12)N1CCc2ccccc2C1 in GLS inhibitor: 15%

The list continues:
Pol eta inh	HP1b chromo inh	BAZ2B inh	G9a inh	JMJD2A Tudor	GLS inhibitor	Tb PGK inh	Pin1 inh	PI4K2A block	Compound
-23%	24%	-4%	?	12%	6%	3%	10%	1	O=C1COc2ccc(C(=O)C[n+]3cccc(O)c3)cc2N1
-2%	21%	-12%	8%[59 µM]	-14%	3%	3%	-3%	5	COc1ccccc1OCCSc1ncnc2nc[nH]c12
-7%	28%	6%	5%	-5%	-9%	i	3%	0	CCC(c1c(C)n(C)n(-c2ccccc2)c1=O)c1c(C)n(C)n(-c2ccccc2)c1=O
-16%	38%[activator]	-19%	46%	9%	0%	-4%	8%	2	Cc1ccc(Nc2nc(-c3cccnc3)nc3ccccc23)cc1
-11%	.	.	.	.	3%	6%	.	-3	C[C@H](CO)N1C[C@H](C)[C@H](CN(C)S(=O)(=O)c2ccc(Cl)cc2)OCc2ccccc2-c2c(n(C)c3ccccc23)C1=O
-15%	13%	12%	28µM*	-14%	-1%	-7%	-3%	2	Cc1ccc(S(=O)(=O)N(C)C)cc1NC(=O)COC(=O)/C=C/c1cccs1
-10%	38%	2%	?	-11%	9%	-4%	0%	-7	COc1ccccc1S(=O)(=O)NCc1ccc(C(=O)NC2CCC(O)CC2)cc1 (centres undefined)
-11%	20%	-33%	50µM*	-12%	-2%	-5%	-13%	9	CCOC(=O)C1=NNC(C(=O)c2ccc(C)cc2)C1c1ccc(OC)cc1 (centres undefined)
-17%	33%	0%	-5%	-1%	0%	i	7%	-9	CCN(CC(=O)NCc1ccc(F)cc1)CC(=O)NC1CCCC1
?	-12%	-1%	2%[12.7 µM]	?	19%	-11%	?	-5	COc1ccc(/C=N/N2C(=O)CSC2=S)cc1Br
-23%	40%	12%	21%[59 µM]	-16%	-6%	i	5%	-1	CC(=O)Nc1ccc(NC(=O)c2ccc3c(c2)NC(=O)c2ccccc2S3)cc1
-26%	-14%	-24%	-32%[59 µM]	-32%	3%	0%	15%	2	Cc1ccc(C2=CC(c3ccc(Cl)cc3)n3nc(-c4ccc(C)cc4)nc3N2)cc1 (centres undefined)
-18%	24%	-15%	?	-28%	1%	7%	1%	-5	COc1ccc(OC)c(-c2noc(N3CCN(c4cccc(C)c4C)CC3)n2)c1
?	?	56µM*	3.5µM*	-32%	-26%	-4%	-11%	-55*	Cc1[nH][nH]c(=O)c1C(c1ccc(-c2ccc(C(=O)O)cc2)o1)c1c(C)[nH][nH]c1=O
?	30%	1%	1%[59 µM]	-3%	-1%	-4%	-4%	0	O=C(O)c1cc2nc(-c3ccc(F)cc3)cc(C(F)(F)F)n2n1
-8%	-6%	0%	.	-17%	-4%	-1%	2%	-2	CCOc1cc(S(=O)(=O)N2CCCC2)c(C)cc1C
-16%	26%	.	.	-1%	1%	0%	-3%	-3	CC(=O)OCC(=O)C1CCC2C3CCC4=CC(=O)C=CC4(C)C3CCC12C (centres undefined)
-8%	35%[activator]	-39%	50µM*	-14%	1%	-6%	1%	-2	COc1ccc(NC2CCCN(C(=O)c3ccc(C(C)=O)s3)C2)cc1 (centres undefined)
-20%	1%	-28%	20%[59 µM]	-10%	5%	-20%	-1%	0	Cc1cccc(NC(=S)N(Cc2cccs2)Cc2cc3cc(C)ccc3[nH]c2=O)c1
-14%	3%	-11%	-26%[59 µM]	-11%	-1%	-1%	-4%	0	COc1ccc(Cl)cc1NC(=O)c1ccc(CN2C(=O)CCn3nc(C)cc32)cc1
-29%	5%	?	?	?	-4%	-7%	4%	1	CCOc1ccc(N2CC(c3nc4ccccc4n3CCCOc3ccc(OC)cc3)CC2=O)cc1 (centres undefined)
-16%	35%	1%	-7%[59 µM]	-14%	4%	i	15%	-8	CCCCN(C)C(=O)c1ccc2c(c1)N(Cc1cccc(Cl)c1)C(=O)c1ccccc1S2=O (centres undefined)
-8%	12%	-11%	0%[59 µM]	-29%	-3%	-3%	6%	-9	O=C(CN1CCN(c2ccccc2O)CC1)NC(=O)NCc1ccco1
-17%	33%	3%	5%[59 µM]	-5%	-5%	-8%	9%	2	C=CCSc1nc2sc(C)c(C)c2c(=O)n1N
-18%	7%	5%	-3%	-9%	2%	-5%	-10%	1	Nc1nccc(-c2cccs2)n1
?	12%	7%	56µM*	-16%	10%	7%	-5%	-4	CC(OC(=O)CCC1CCCCC1)C(=O)Nc1ccc(S(N)(=O)=O)cc1 (centres undefined)
-9%	30%	-7%	0%	-4%	0%	-1%	-1%	-2	C=CCSc1nc2c(cnn2-c2ccc(C)c(C)c2)c(=O)[nH]1
6%	14%	?	15%[0.0925 µM]	-13%	9%	-3%	-2%	-3	O=C(NN1C(=O)C2C3C=CC(C4CC34)C2C1=O)c1ccc(Cl)cc1Cl (centres undefined)
-10%	38%	-5%	5%	-3%	-4%	-6%	1%	1	CCCSc1nnc(-c2c[nH]c3ccccc23)n1C
-15%	39%	-3%	?	-1%	-3%	i	-12%	-2	Cc1cc(=O)[nH]c(SCC(=O)c2ccc(C(C)C)cc2)n1
-18%	38%[activator]	12%	13%	14%	-1%	5%	4%	1	Cc1ccc(CC(=O)N2CCN(c3cccc(C(F)(F)F)c3)CC2)cc1
2%	21%	?	22µM*	-24%	20%	0%	0%	-8	CN(C(=O)CSc1nnc(-c2ccc(F)cc2)c2ccccc12)C1CCS(=O)(=O)C1 (centres undefined)
-14%	12%	-17%	1%[59 µM]	-14%	1%	-3%	4%	0	CCOC(=O)c1sc2ccccc2c1S(=O)(=O)N1CCN(c2cccc(C)c2C)CC1
-13%	36%	-8%	-4%[59 µM]	-4%	8%	i	-4%	1	C/C(=C/C=N/Nc1nc(N2CCCCC2)nc(N2CCCCC2)n1)c1ccccc1
-8%	19%	-11%[57.1 µM]	-20%	-11%	0%	-9%	-3%	-4	CCc1cc(=O)oc2c(C)c(OCC(=O)NCC3CCC(C(=O)O)CC3)ccc12 (centres undefined)
-11%	31%	-4%	2%	-7%	9%	8%	-3%	0	O=C(NCCc1ccccc1)C1CCN(S(=O)(=O)c2ccc(Br)s2)CC1

Single records, as listed above.
CCCSc1nnc(-c2c[nH]c3ccccc23)n1C in the list: Pol eta inh = -10%; HP1b chromo inh = 38%; BAZ2B inh = -5%; G9a inh = 5%; JMJD2A Tudor = -3%; GLS inhibitor = -4%; Tb PGK inh = -6%; Pin1 inh = 1%; PI4K2A block = 1
Nc1nccc(-c2cccs2)n1 in the list: Pol eta inh = -18%; HP1b chromo inh = 7%; BAZ2B inh = 5%; G9a inh = -3%; JMJD2A Tudor = -9%; GLS inhibitor = 2%; Tb PGK inh = -5%; Pin1 inh = -10%; PI4K2A block = 1
